Compound activity deposited in PubChem BioAssay by National Center for Advancing Translational Sciences (NCATS).
AmpC detergent – blocks E. coli AmpC beta-lactamase in detergent assay | P00811 | AmpC hydrolysis of nitrocefin, absorbance 480 nm, 0.01% Triton | Potency, µM (titrated, usually from 114 µM), for the others: at the highest dose activity change, negative = inhibition, hits mostly inhibitors | actives 0.041% (n = 370,000);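 further: potency means the concentration at half of the fitted maximal effect; 0% = no-compound wells and -100% = no-enzyme wells; nearly all actives have a fitted effect of over 25% in size; some results filed as inactive show a strong effect at the top dose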
Target sequence (P00811 whole entry, looked up): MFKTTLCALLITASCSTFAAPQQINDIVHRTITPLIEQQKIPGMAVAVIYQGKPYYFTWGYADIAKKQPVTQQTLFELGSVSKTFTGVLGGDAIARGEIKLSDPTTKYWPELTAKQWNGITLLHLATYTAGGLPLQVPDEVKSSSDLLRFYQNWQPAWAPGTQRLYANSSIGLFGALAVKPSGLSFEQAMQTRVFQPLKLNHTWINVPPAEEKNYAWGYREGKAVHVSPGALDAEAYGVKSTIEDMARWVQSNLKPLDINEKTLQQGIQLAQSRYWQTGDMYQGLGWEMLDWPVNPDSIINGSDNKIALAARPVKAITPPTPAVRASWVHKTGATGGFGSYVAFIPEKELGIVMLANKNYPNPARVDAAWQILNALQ
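AmpC (5.3 nM in the dispensed reagent) in 20 mM phosphate pH 7.0 with 0.01% (detergent screen) or 0.0001% Triton X-100 was preincubated with compounds for 15 min at room temperature. Nitrocefin was then added from an 800 uM solution, and hydrolysis was followed at 480 nm.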
AmpC inh no detg – AmpC beta-lactamase inhibition without detergent | AID 485341 | AmpC nitrocefin hydrolysis, absorbance 480 nm, 0.0001% Triton | Potency, µM (doses to about 57.1 µM), for inactives: at the highest dose activity change, negative = inhibition, usual class: inhibitors | actives 0.52% (n = 330,000) | P00811;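 further: potency means the concentration at half of the fitted maximal effect; plate controls were no compound for no effect and no enzyme for full effect; nearly all actives have a fitted effect of over 20% in size; some results filed as inactive show a strong effect at the top dose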
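AmpC (5.3 nM in the dispensed reagent) in 20 mM phosphate pH 7.0 with 0.01% (detergent screen) or 0.0001% Triton X-100 was preincubated with compounds for 15 min at room temperature. Nitrocefin was then added from an 800 uM solution, and hydrolysis was followed at 480 nm.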
HCV inh – blocks hepatitis C virus | Huh7.5.1 HCVcc-Cre infection, luciferase reporter, 44 h | Potency, µM (doses to about 41.8 µM), inactives show at the highest dose activity change, negative = inhibition, hits mostly inhibitors | actives 3.4% (n = 340,000) | AID 651820; further: potency means the concentration at half of the fitted maximal effect
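A cell-based infection assay in which seeded cells (1,000 per well) receive test compound after 4 h, are inoculated with HCVcc-Cre at approximately 0.5 moi, and are incubated 44 h before luminescence detection.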
Sm TGR inh – blocks Schistosoma mansoni thioredoxin glutathione reductase | AID 485364 | Q962Y6 | purified TGR, DTNB reduction, TNB absorbance 405 nm | actives 3% (n = 360,000) | Potency, µM (highest dose often 114 µM), for inactives: top-dose activity change, negative = inhibition, usual class: inhibitors; further: potency means the concentration at half of the fitted maximal effect; nearly all actives have a fitted effect of over 60% in size
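Kinetic colorimetric format: TGR-catalysed, NADPH-driven DTNB reduction monitored via TNB absorbance. Enzyme dispensed at 20 nM; compound exposure 15 min at room temperature before reaction start.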
Giardia FBPA inh – inhibitors of Giardia lamblia fructose-1,6-bisphosphate aldolase | Potency, µM (series often up to 59.6 µM), inactives show top-dose activity, negative = inhibition, usual class: inhibitors | actives 0.71% (n = 290,000) | A8B2U2 | AID 2451 | purified Giardia FBPA; further: potency means the concentration at half of the fitted maximal effect; nearly all actives have a fitted effect of over 55% in size
Target sequence (A8B2U2 whole entry, looked up): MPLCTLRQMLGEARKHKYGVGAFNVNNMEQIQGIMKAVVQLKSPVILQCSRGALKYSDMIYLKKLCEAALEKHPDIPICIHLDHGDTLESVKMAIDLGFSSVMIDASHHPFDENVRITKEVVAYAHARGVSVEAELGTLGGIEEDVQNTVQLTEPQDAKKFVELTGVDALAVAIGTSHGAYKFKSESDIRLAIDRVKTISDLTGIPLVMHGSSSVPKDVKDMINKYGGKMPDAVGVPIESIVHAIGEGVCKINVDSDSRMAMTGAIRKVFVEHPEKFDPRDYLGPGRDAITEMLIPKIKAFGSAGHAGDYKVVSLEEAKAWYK
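Giardia FBPA (40 nM reagent) was preincubated 10 min at RT with compound (up to 57.5 uM final), then substrate plus GAPDH/TPI/NAD/arsenate coupling system with diaphorase/resazurin was added; resorufin fluorescence (525/598 nm) was read after 20 min.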
HCMV inh – inhibitors of human cytomegalovirus; activity change, negative = inhibition, % at 57.5 µM; HFF cells, HCMV-luciferase reporter, 72 h; hits give low values; actives 4.5% (n = 410,000); AID 1259415; in the data active means activity change below about -60%; inconclusive means no clear call, values can overlap the other calls; inactive means above about -39%
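Luciferase read-out from HCMV-luciferase-infected HFFs (MOI 1 PFU/cell) 72 h post infection at 37C; compounds added after 16 h cell attachment; activity normalized between buffer-only basal and Salinomycin (10uM) inhibitor controls.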
* hit, by the source's call; [ ] = dose if it differs, or a comment. Unless noted, the call rests on the fitted dose curve; in most records, active means well fitted curve in the direction sought with a large enough effect; inconclusive means small, poorly fitted or top-dose-only effect, or another doubt; inactive means no such curve, though single readings can be large; an effect the other way counts as inactive or inconclusive. Unless noted, on the % scale 0 is the no-effect control and ±100 the full control effect.

Screening CCOC(=O)C1=C(O)c2ccccc2C(=O)/C1=C\c1ccc(CC)cc1 returned AmpC detergent 3.1%, AmpC inh no detg -19.7%, HCV inh inconclusive, Sm TGR inh 4.47µM* and Giardia FBPA inh 7.94µM*.
`O=C(NNC(=S)NC1CCCCC1)c1ccccc1O` gave AmpC detergent -6.6%, AmpC inh no detg -24.7%, HCV inh inconclusive, Sm TGR inh 1.1%, Giardia FBPA inh 7.3% and HCMV inh -39.1.
For O=C(O)c1cc(-c2ccc(C(F)(F)F)cc2)nc2n[nH]c(-c3ccccc3)c12 the results were AmpC detergent 19.2%, Sm TGR inh -1.7% and HCMV inh 28.1.
For CCOC(=O)C(NC(C)=O)C(=O)Nc1c(C)cccc1C (stereo unspecified) the results were AmpC detergent 4.6%, AmpC inh no detg -21.9%, HCV inh 5.6%, Giardia FBPA inh 1.0% and HCMV inh 21.5.
Screening CCOC(=O)c1c(NC(=O)CSc2nc3ccc(C)cc3[nH]2)sc2c1CC(C)(C)NC2(C)C returned AmpC detergent -1.4%, AmpC inh no detg 35.6%, HCV inh 6.31µM*, Sm TGR inh 6.0% and HCMV inh -19.7.
For CCOC(=O)c1c(C)oc2nc(C)nc(N3CCN(c4ccc(OC)cc4)CC3)c12 the results were AmpC detergent 13.8%, Sm TGR inh 0.8% and HCMV inh -14.4.
`COc1ccc2[nH]c(=O)c(-c3noc(-c4ccc(F)cc4)n3)cc2c1` gave AmpC detergent -4.4%, AmpC inh no detg -17.8%, HCV inh 8.1%, Sm TGR inh -26.0%, Giardia FBPA inh -1.4% and HCMV inh -7.2.
For CCOc1ccc(-c2nc(SCC(=O)Nc3ccc4c(c3)OCO4)c(-c3ccc(F)cc3)[nH]2)cc1 the results were AmpC detergent 10.4%, Sm TGR inh -0.5% and HCMV inh -13.7.
For Cc1noc(NS(=O)(=O)c2ccc(NC(=O)COc3ccccc3)cc2)c1C the results were AmpC detergent -0.2%, AmpC inh no detg -21.2%, HCV inh 8.7%, Sm TGR inh 3.9%, Giardia FBPA inh 21.7% and HCMV inh 21.2.
`CC(=O)c1ccc(OCC(O)CN2CCCC(C)C2)cc1` (stereo unspecified) gave AmpC detergent inconclusive, AmpC inh no detg -11.9%, HCV inh -15.9%, Sm TGR inh -15.3%, Giardia FBPA inh -10.3% and HCMV inh 10.2.
CCOc1ccc(CCNC(=O)c2c(C)nn(-c3ccccc3)c2Cl)cc1OCC was read as AmpC detergent 2.8%, AmpC inh no detg -16.4%, HCV inh -27.3%, Sm TGR inh 8.4% and HCMV inh 3.6.
`CCOC(=O)C1CCCN(C(=O)CC(C)c2ccccc2)C1` (stereo unspecified) gave AmpC detergent 10.1%, AmpC inh no detg 25.4%, HCV inh 7.9%, Sm TGR inh 6.1%, Giardia FBPA inh 1.3% and HCMV inh -3.5.
`COc1cccc(-n2c(=O)c3ccccc3n(CC(=O)NCC3CCCO3)c2=O)c1` (stereo unspecified) gave AmpC detergent -2.5%, AmpC inh no detg -24.0%, HCV inh 4.1%, Sm TGR inh -5.3%, Giardia FBPA inh -6.0% and HCMV inh 3.6.
For COc1ccc(C(=O)CSc2nnc(CNC(=O)c3ccccc3F)n2C)cc1OC the results were AmpC detergent -5.0%, AmpC inh no detg 7.1%, HCV inh 6.4%, Sm TGR inh -3.4%, Giardia FBPA inh 3.2% and HCMV inh 56.3.
NS(=O)(=O)c1ccc(CCNC(=O)C2CCCN2C(=O)OCc2ccccc2)cc1 (stereo unspecified) was read as AmpC detergent 0.6%, AmpC inh no detg -32.8%, HCV inh -14.0%, Sm TGR inh 10.4%, Giardia FBPA inh 10.6% and HCMV inh 26.1.
O=C(CN1CCN(Cc2ccccc2F)CC1)Nc1ccccc1Cl was read as AmpC detergent -6.8%, AmpC inh no detg 145.6%[activator], HCV inh -3.8%, Sm TGR inh -13.7%, Giardia FBPA inh 0.7% and HCMV inh -13.5.
For CCCc1c(C)nc(N2CCN(c3ccccc3F)CC2)[nH]c1=O the results were AmpC detergent -7.4%, AmpC inh no detg -8.7%, HCV inh 5.5%, Sm TGR inh 6.0%, Giardia FBPA inh -4.1% and HCMV inh inconclusive.
For O=C(c1ccccc1)N1CCN(C(=O)c2nn3c(C(F)(F)F)cc(-c4ccco4)nc3c2Cl)CC1 the results were AmpC detergent -10.8%, AmpC inh no detg -14.0%, HCV inh inconclusive, Sm TGR inh -13.7%, Giardia FBPA inh 4.5% and HCMV inh -8.7.
For Nc1nc(-c2ccc(Cl)cc2Cl)cn1N the results were AmpC detergent inconclusive, AmpC inh no detg -45.8%, HCV inh 19.3%, Sm TGR inh -7.9%, Giardia FBPA inh 0.3% and HCMV inh 20.8.
Screening COC(=O)c1ccc(S(=O)(=O)N2CCCN(Cc3ccccc3)CC2)n1C returned AmpC detergent 2.5%, AmpC inh no detg 14.8%, HCV inh -9.0%, Sm TGR inh -28.1%, Giardia FBPA inh 3.8% and HCMV inh -4.3.

Entries shown so far with an aryl thioether with sulfur outside any ring, in the order listed:
Screening CCOC(=O)c1c(NC(=O)CSc2nc3ccc(C)cc3[nH]2)sc2c1CC(C)(C)NC2(C)C returned AmpC detergent -1.4%, AmpC inh no detg 35.6%, HCV inh 6.31µM*, Sm TGR inh 6.0% and HCMV inh -19.7.
For CCOc1ccc(-c2nc(SCC(=O)Nc3ccc4c(c3)OCO4)c(-c3ccc(F)cc3)[nH]2)cc1 the results were AmpC detergent 10.4%, Sm TGR inh -0.5% and HCMV inh -13.7.
For COc1ccc(C(=O)CSc2nnc(CNC(=O)c3ccccc3F)n2C)cc1OC the results were AmpC detergent -5.0%, AmpC inh no detg 7.1%, HCV inh 6.4%, Sm TGR inh -3.4%, Giardia FBPA inh 3.2% and HCMV inh 56.3.

(list continues)
For O=C(C1CCN(S(=O)(=O)c2cccc3nsnc23)CC1)N1CCCCC1 the results were AmpC detergent 2.0%, AmpC inh no detg -13.0%, HCV inh 10.0%, Sm TGR inh -6.8% and HCMV inh 93.5.
`O=C(Nc1cccc(Cl)c1)N(CCN1CCOCC1)Cc1cccc(Cl)c1` gave AmpC detergent -6.9%, AmpC inh no detg 33.9%, HCV inh inconclusive, Sm TGR inh -9.4%, Giardia FBPA inh -9.5% and HCMV inh -26.6.
For CC(C)OCCCNC(=O)Cn1ccc2cc(S(=O)(=O)N3CCCCC3)ccc21 the results were AmpC detergent 2.7%, AmpC inh no detg 37.0%, HCV inh -11.4%, Sm TGR inh -1.0% and HCMV inh -30.7.
For CC1CCCC(NC(=O)CN(C)CC(=O)Nc2cccc(F)c2)C1C (stereo unspecified) the results were AmpC detergent -1.2%, AmpC inh no detg 74.5%[activator], HCV inh inconclusive, Sm TGR inh -0.2% and HCMV inh -19.8.
For CCc1ccccc1NC(=O)CN1C(=O)COc2ccc(S(=O)(=O)Nc3ccccc3)cc21 the results were AmpC detergent -8.5%, Sm TGR inh -2.8% and HCMV inh 13.3.
For Cc1nn(-c2ccccc2)c(-c2ccccc2)c1C(=O)O the results were AmpC detergent -3.2%, AmpC inh no detg -11.7%, HCV inh 5.7%, Sm TGR inh -25.8%, Giardia FBPA inh 0.8% and HCMV inh -67.1*.
For C/C(=N/NC(=O)CC1N=C(Cc2ccccc2)NNC1=O)c1cccnc1 (stereo unspecified) the results were AmpC detergent -1.5%, AmpC inh no detg -7.8%, HCV inh 8.5%, Giardia FBPA inh 4.6% and HCMV inh -29.5.
O=C(Oc1ccccc1)c1cccnc1Oc1ccccc1 was read as AmpC detergent 39.8µM*, AmpC inh no detg -40.1%, HCV inh 17.2%, Sm TGR inh 15.9%, Giardia FBPA inh 2.2% and HCMV inh 72.7.
O=C(c1c(F)cccc1F)N1CCN(c2cccc(C(F)(F)F)c2)CC1 was read as AmpC detergent -0.2%, AmpC inh no detg 92.9%[activator], HCV inh 0.6%, Sm TGR inh -4.2%, Giardia FBPA inh 7.5% and HCMV inh -37.4.
`CCC(=Nc1ccccc1OC)C1=C(O)CC(c2ccccc2)CC1=O` (stereo unspecified) gave AmpC detergent 0.6%, AmpC inh no detg -26.5%, HCV inh 0.3%, Sm TGR inh 9.2%, Giardia FBPA inh -6.8% and HCMV inh -30.6.
`CC(=O)NC1C(=O)N(CCN2CCOCC2)c2ccc(Cl)cc21` (stereo unspecified) gave AmpC detergent -6.8%, AmpC inh no detg 68.2%[activator], HCV inh -3.2%, Sm TGR inh -22.5%, Giardia FBPA inh 26.0% and HCMV inh -23.5.
For Cc1ccc(CNC(=O)c2c3c(nc4ccccc24)C(=O)N(C2CCCCC2)C3)cc1 the results were AmpC detergent -4.8%, Sm TGR inh 3.8% and HCMV inh 15.1.
For COc1cc(OC)c(NC(=O)CN2C(=O)CCn3nc(-c4cccn4C)cc32)cc1Cl the results were AmpC detergent 2.3%, Sm TGR inh -19.2% and HCMV inh -4.1.
`O=C(Nc1cccc(F)c1)c1ccc(-c2ccccc2)s1` gave AmpC detergent -0.3%, Sm TGR inh 6.9% and HCMV inh 26.1.
`O=C(NCc1ccco1)C1CCCN(S(=O)(=O)c2ccc(Cl)cc2)C1` (stereo unspecified) gave AmpC detergent 2.2%, AmpC inh no detg -1.0%, HCV inh -7.1%, Sm TGR inh -0.8%, Giardia FBPA inh 2.0% and HCMV inh -7.5.
CCN(C(=O)CCCC(=O)N(CC)c1ccccc1)c1ccccc1 was read as AmpC detergent -4.2%, AmpC inh no detg 33.4%, HCV inh 13.5%, Sm TGR inh 0.3%, Giardia FBPA inh -11.6% and HCMV inh -9.8.
`CC(C)(C)C(=O)NC(=S)Nc1ccccc1C(N)=O` gave AmpC detergent -9.2%, AmpC inh no detg -7.0%, HCV inh 6.9%, Sm TGR inh -2.6%, Giardia FBPA inh -8.9% and HCMV inh 40.2.
`C/C=C/COC(=O)c1[nH]c2c(c1C)C(=O)CC(c1ccco1)C2` (stereo unspecified) gave AmpC detergent -7.1%, AmpC inh no detg -56.7%, HCV inh inconclusive, Sm TGR inh 50.1µM*, Giardia FBPA inh -3.4% and HCMV inh -65.3*.
For CCOC(=O)Cc1csc(SCC(=O)N2CCN(c3ccc(OC)cc3)CC2)n1 the results were AmpC detergent 0.6%, AmpC inh no detg 13.3%, HCV inh 14.8%, Sm TGR inh -16.3%, Giardia FBPA inh -2.3% and HCMV inh 0.5.
For Cc1nn(C)c(Oc2ccc(Cl)cc2)c1C(=O)O the results were AmpC detergent -6.3%, AmpC inh no detg inconclusive, HCV inh 2.0%, Sm TGR inh -3.8%, Giardia FBPA inh 2.4% and HCMV inh 24.4.
`CCOC(=O)c1cnc2c(c(C)nn2C)c1Oc1ccccc1F` gave AmpC detergent 5.6%, AmpC inh no detg 52.0%, HCV inh -17.3%, Sm TGR inh -0.4%, Giardia FBPA inh -0.2% and HCMV inh -11.6.
`CN(c1ccccc1)S(=O)(=O)c1cccc(C(=O)OCC(=O)Nc2ccc(C(N)=O)cc2)c1` gave AmpC inh no detg 5.2%, HCV inh -9.4% and HCMV inh 11.5.
